# Source: PubChem
# ATXN viability: reduces viability in counter-screen for ATXN expression inhibitors. S2 cells (HEK-293 line with an ATXN2-luciferase reporter) viability, CellTiter-Fluor protease fluorescence, 24 h. Potency, µM (series often up to 56.7 µM), actives largely listed as cytotoxic. hit rate 0.49% among 400,000. AID 651635; further: nearly all actives have a fitted effect of over 40% in size
# Nrf2 block: inhibitors of Nrf2 signaling | A549 ARE-Fluc reporter, luciferase luminescence, 18-24 h | Potency, µM (doses to about 46 µM), inactives show top-dose activity change, negative = inhibition, hits mostly inhibitors | hit rate 2.1% among 360,000; further: on the % scale 0 is the no-effect control and ±100 the full control effect; nearly all actives have a fitted effect of over 60% in size
#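 Concentration-response testing used A549 ARE_Fluc cells at 5000 cells/well. Following an 18-24 h compound incubation, viability was read by fluorescence (Ex 405/Em 525) and luciferase output by luminescence.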
# A549 tox: counter-screen for Nrf2 inhibitors: cytotoxicity in A549 cells | A549 ARE-Fluc cells, CellTiter-Fluor viability, 18-24 h | Potency, µM (highest dose often 46 µM), for the others: at the top dose activity change, negative = cytotoxicity, actives largely listed as inhibitors | hit rate 0.16% among 390,000 | AID 504648; further: on the % scale 0 is the no-effect control and ±100 the full control effect
#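 Cytotoxicity counterscreen: CellTiter-Fluor fluorescence was measured in A549 ARE_Fluc cells after 18-24 h of compound exposure in a concentration series. The subsequent BugLite luminescent read reports ARE-luciferase activity.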
# Nrf2 ARE act: activates Nrf2 signaling; Potency, µM (series often up to 46.1 µM), for inactives: at the highest dose activation, hits mostly activators; AID 624171; hit rate 0.31% among 410,000; AREc32 ARE-luciferase reporter (MCF7-derived line), luminescence, 24 h; further: % of control where 0% means no effect; nearly all actives have a fitted effect of over 65% in size
#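 Cells of the AREc32 ARE-luciferase line are plated in OPTI-MEM containing 5% FBS and left overnight at 37 deg C. Compounds are pinned in, incubation continues 24 hr, and firefly luciferase signal is then measured.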
# TGFb SMAD3 inh: blocks TGF-b signaling. Potency, µM (series often up to 46.1 µM), for the others: top-dose activity, negative = inhibition, hits mostly inhibitors. hit rate 1.2% among 410,000. AID 588855. HepG2 CAGA-GFP TGF-b/SMAD3 reporter, GFP fluorescence, 18 h; TGF-beta stimulated, 500 pg/mL final; further: on the % scale 0 is the no-effect control and ±100 the full control effect; nearly all actives have a fitted effect of over 65% in size
#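 First, reporter cells (HEPG2 CAGA-GFP) rested 2 h at 37 degrees C. Next, compounds were pinned in and TGF-beta added to 500 pg/mL final. After 18 h, GFP was imaged per cell and summed per well.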
# HepG2 tox: HepG2 cytotoxicity, counter-screen for TGF-b inhibitors; HepG2 CAGA-GFP viability, ATP luminescence, 18 h; Potency, µM (highest dose often 46.1 µM), for the others: at the top dose activity change, negative = cytotoxicity, actives largely listed as cytotoxic; hit rate 0.76% among 410,000; AID 588856; further: some results filed as inactive show a strong effect at the top dose
#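 HepG2 CAGA-GFP cells (1000/well, DMEM with 1% FBS) received compound, then TGF-beta at 500 pg/mL final, and were incubated 18 hours at 37 degrees C. Viability was read by CellTiter-Glo luminescence. Media-only wells were set as complete cell-killing and DMSO as no toxicity.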
# EPAC2 antagonist: EPAC2 (human) antagonism | Q8WZA2 | AID 720708 | EPAC2 GEF exchange of Rap1B-BODIPY-GDP, fluorescence | hit rate 0.18% among 360,000 | Potency, µM (highest dose often 114 µM), for inactives: at the highest dose activity, negative = inhibition, usual class: inhibitors; further: on the % scale 0 is the no-effect control and ±100 the full control effect; nearly all actives have a fitted effect of over 45% in size; many of its hits are not listed in these tables
# Target sequence (Q8WZA2 whole entry, looked up): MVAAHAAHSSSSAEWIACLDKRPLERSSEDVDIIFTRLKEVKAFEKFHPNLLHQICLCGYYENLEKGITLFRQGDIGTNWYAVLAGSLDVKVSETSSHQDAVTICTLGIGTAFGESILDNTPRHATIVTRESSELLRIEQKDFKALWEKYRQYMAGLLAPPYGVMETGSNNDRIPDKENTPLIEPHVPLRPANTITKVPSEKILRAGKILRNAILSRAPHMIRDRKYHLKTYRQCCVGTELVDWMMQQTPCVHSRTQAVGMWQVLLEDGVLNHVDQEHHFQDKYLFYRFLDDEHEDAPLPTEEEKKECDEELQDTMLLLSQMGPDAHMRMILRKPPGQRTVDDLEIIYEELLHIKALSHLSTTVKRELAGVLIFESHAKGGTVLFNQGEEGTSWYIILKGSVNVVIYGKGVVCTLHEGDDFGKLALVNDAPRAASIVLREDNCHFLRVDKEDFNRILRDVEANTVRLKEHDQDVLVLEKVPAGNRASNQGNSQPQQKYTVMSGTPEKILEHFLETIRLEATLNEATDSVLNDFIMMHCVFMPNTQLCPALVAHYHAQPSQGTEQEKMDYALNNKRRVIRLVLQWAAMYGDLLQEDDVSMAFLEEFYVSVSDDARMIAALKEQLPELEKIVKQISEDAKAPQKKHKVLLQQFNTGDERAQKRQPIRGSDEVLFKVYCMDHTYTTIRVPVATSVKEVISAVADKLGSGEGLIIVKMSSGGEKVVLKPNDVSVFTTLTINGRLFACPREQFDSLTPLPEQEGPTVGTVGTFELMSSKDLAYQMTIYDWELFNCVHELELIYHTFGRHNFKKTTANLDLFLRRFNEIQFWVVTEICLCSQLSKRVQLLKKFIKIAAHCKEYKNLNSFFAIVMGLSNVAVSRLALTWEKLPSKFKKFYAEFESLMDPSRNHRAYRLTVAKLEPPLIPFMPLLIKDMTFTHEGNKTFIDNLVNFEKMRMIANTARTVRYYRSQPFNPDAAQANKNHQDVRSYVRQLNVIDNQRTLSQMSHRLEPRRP
# ATXN2 expr inh: inhibitors of ATXN2 expression; HEK-293 ATXN2-luciferase reporter, luminescence, 24 h; Potency, µM (doses to about 57 µM), for the others: at the highest dose activity change, negative = inhibition, hits mostly inhibitors; hit rate 0.72% among 360,000; further: on the % scale 0 is the no-effect control and ±100 the full control effect; nearly all actives have a fitted effect of over 55% in size
#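 qHTS (up to 57 uM final) was run with 24 h compound exposure of reporter cells at 37 °C. Each well was multiplexed: SteadyGlo luminescence measured ATXN2-luciferase expression after a fluorogenic Gly-Phe-AFC viability readout (25 uM final).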
# MCF10A rerep: inducers of DNA re-replication in MCF 10A breast cells; MCF 10A DNA re-replication, Hoechst nuclear intensity, 48 h; Potency, µM (top dose mostly 46.1 µM), for the others: at the top dose activity, positive = re-replication, hits mostly activators; hit rate 2.9% among 350,000; further: % of control where 0% means no effect; nearly all actives have a fitted effect of over 50% in size
# The depositor's hits bear a star; i = inactive; ? = inconclusive; · = no result given; & = joins results of further samples; [ ] = dose if it differs, or a comment. The call rests on the fitted dose curve; in most records, active means well fitted curve in the direction sought with a large enough effect; inconclusive means small, poorly fitted or top-dose-only effect, or another doubt; inactive means no such curve, though single readings can be large; an effect the other way counts as inactive or inconclusive. Potency means the concentration at half of the fitted maximal effect. This is a subset (hit frequency here may not be typical).
[1] O=C(NC1CCCCC1)c1cc2nc3c(c(C(F)(F)F)n2n1)CCCC3
[2] CC(=O)c1ccc(NC(=O)CSc2nc3[nH]c(=O)cc(O)c3s2)cc1
[3] COc1ccccc1NC(=O)c1ccc(Cl)c(S(=O)(=O)N2CCOCC2)c1
[4] Cc1cc(=O)n2nc(N(C)CC(=O)NCc3cccc(Br)c3)sc2n1
[5] Cc1cccc(C)c1NC(=O)CS(=O)CC(=O)Nc1ccc(F)cc1F (stereo not drawn)
[6] O=C(Cc1c[nH]c2ccccc12)NCc1ccncc1
[7] COc1ccc(OC)c(CCNC(=O)CC2Oc3ccc(C)cc3NC2=O)c1 (stereo not drawn)
[8] COC(=O)c1ccc(-c2nc(CN3CCC(C(=O)N4CCOCC4)CC3)c(C)o2)cc1

assay / entry	1	2	3	4	5	6	7	8
ATXN viability	i	i	i	i	i	i	i	?
Nrf2 block	·	-2.5%	-14.3%	11.6%	-5.1%	-4.0%	-13.6%	16.9%
A549 tox	3.7%	7.4%	0.6%	4.9%	0.9%	1.4%	0.3%	-6.0%
Nrf2 ARE act	7.3%	8.2%	-0.5%	-1.2%	-0.5%	-1.1%	-0.4%	0.3%
TGFb SMAD3 inh	12.7%	-6.3%	1.4%	-8.3%	0.0%	2.3%	9.2%	0.0%
HepG2 tox	-84.6%	-0.4%	-35.3%	3.8%	-10.3%	-2.5%	-3.0%	-0.9%
EPAC2 antagonist	2.6%	0.0%	1.9%	·	-1.7%	8.8%	-1.3%	8.6%
ATXN2 expr inh	-3.3%	4.7%	-5.2%	7.9%	3.1%	21.3%	5.6%	6.8%
MCF10A rerep	11.3%	12.4%	14.1%	·	4.1%	0.5%	3.9%	12.6%

[9] CC(=O)Nc1cc[n+](C(C)C(=O)c2ccc(Br)cc2)cc1 (stereo not drawn)
[10] Cc1ccc(NC(=O)C2CSC3(C)CCC(=O)N23)cc1S(=O)(=O)N1CCCCCC1 (stereo not drawn)
[11] COc1ccccc1CNC(=O)c1ccccc1N
[12] CCCN1CCN(C(=O)c2ccc(F)c(S(=O)(=O)N3CCOCC3)c2)CC1
[13] COc1cc(Cl)cc(/C=N\NC(=O)c2ccc3c(c2)OCO3)c1O
[14] CC(=O)NCCc1nc2ccccc2n1Cc1ccc(C)cc1
[15] O=C1CC(N2CCN(Cc3ccc4c(c3)OCO4)CC2)C(=O)N1c1cccc2ccccc12 (stereo not drawn)
[16] O=C(O)CC1S/C(=N/N=C/C=C/c2ccccc2)NC1=O (stereo not drawn)

assay / entry	9	10	11	12	13	14	15	16
ATXN viability	i	?	i	i	·	i	i	i
Nrf2 block	-21.4%	16.4µM*	·	-8.9%	·	4.8%	7.0%	-10.0%&-5.8%
A549 tox	-0.4%	2.2%	1.5%	5.4%	·	11.5%	0.0%	-5.8%&0.7%
Nrf2 ARE act	0.2%	2.6%	-1.0%	-1.8%	9.2%	0.4%	0.3%	-1.1%&1.6%
TGFb SMAD3 inh	0.1%	?	-11.3%	9.9%	11.2µM*	-2.8%	9.7%	21.9%&5.4%
HepG2 tox	-32.7%	-8.6%	-6.7%	-1.8%	-27.4%	1.9%	-5.0%	7.2%&-39.5%
EPAC2 antagonist	-1.0%	-12.2%	0.9%	8.0%	17.0%	2.7%	-7.2%	-1.0%&-1.7%
ATXN2 expr inh	-29.0%	?	0.3%	9.4%	·	-2.1%	-22.3%	-7.6%&-1.4%
MCF10A rerep	29.7%	?	-11.8%	9.0%	·	0.5%	-2.4%	-2.9%&-2.9%

# Entries listed so far marked active in TGFb SMAD3 inh:
entry	structure	Nrf2 ARE act	TGFb SMAD3 inh	EPAC2 antagonist
13	COc1cc(Cl)cc(/C=N\NC(=O)c2ccc3c(c2)OCO3)c1O	9.2%	11.2µM*	17.0%

# Full records, looked up by structure. Values in the order: ATXN viability | Nrf2 block | A549 tox | Nrf2 ARE act | TGFb SMAD3 inh | HepG2 tox | EPAC2 antagonist | ATXN2 expr inh | MCF10A rerep
# `CC(=O)NCCc1nc2ccccc2n1Cc1ccc(C)cc1` in the list: i | 4.8% | 11.5% | 0.4% | -2.8% | 1.9% | 2.7% | -2.1% | 0.5%
# `Cc1ccc(NC(=O)C2CSC3(C)CCC(=O)N23)cc1S(=O)(=O)N1CCCCCC1` (stereo not drawn) in the list: ? | 16.4µM* | 2.2% | 2.6% | ? | -8.6% | -12.2% | ? | ?

# (further entries)
[17] CCOc1ccc(N(CC(=O)N2CCCCC2)S(=O)(=O)c2ccc(Cl)cc2)cc1
[18] O=C(C1CCC(CNc2c(N3CCCCC3)c(=O)c2=O)CC1)N1CCN(c2ccccn2)CC1 (stereo not drawn)
[19] CCOc1ccc(/C(C)=N/NC(=O)C(OC)c2ccccc2)cc1 (stereo not drawn)
[20] C[C@H](O)[C@@H]1C(=O)N2CCc3ccc(N4CCN(C)CC4)cc3[C@@H]2C[C@@H]1N(C)C(=O)c1ccco1
[21] COc1ccc(NC2CCCN(C(=O)c3ccccc3C(F)(F)F)C2)cc1 (stereo not drawn)
[22] COc1cc(OC)c(N2CC(C(=O)Nc3cc(Cl)ccc3N3CCOCC3)CC2=O)cc1Cl (stereo not drawn)
[23] N#CCCc1cccc(CCC#N)c1
[24] CC(C)Nc1cc(N2CCCC2)ccc1[N+](=O)[O-]

assay / entry	17	18	19	20	21	22	23	24
ATXN viability	i	i	i	?	i	?	i	i
Nrf2 block	?	-0.6%	8.2%	·	9.1%	?	-18.3%	9.8%
A549 tox	-3.1%	3.5%	4.8%	·	-5.1%	-3.5%	2.5%	-12.7%
Nrf2 ARE act	0.3%	0.1%	0.1%	0.3%	-0.2%	1.6%	-0.8%	0.3%
TGFb SMAD3 inh	9.9%	-1.4%	-13.1%	1.9%	20.5%	?	22.9%	0.5%
HepG2 tox	11.8%	-10.9%	-100.3%	1.2%	24.0%	8.8%	1.7%	-10.0%
EPAC2 antagonist	-16.5%	0.6%	-12.0%	4.6%	8.5%	17.7%	25.3%	6.0%
ATXN2 expr inh	-6.4%	5.2%	-17.3%	5.2%	0.1%	-17.4%	3.2%	-5.6%
MCF10A rerep	18.5%	14.4%	14.1%	·	5.7%	18.4µM*	-0.9%	2.5%

[25] O=C1Nc2ccccc2S/C1=C/c1cccs1
[26] CC(C)c1ccc(NC(=O)C2CC2c2ccccc2)cc1 (stereo not drawn)
[27] N#Cc1c(NC(=S)NC(=O)Cc2cccs2)sc2c1CCCCC2
[28] Cc1cc(C)n(CC(=O)NC2CCCCC2C)c(=O)c1C#N (stereo not drawn)
[29] COc1cccc(C(=O)NNC(=O)Cc2csc(N)n2)c1
[30] Cc1ccccc1C(=O)NNS(=O)(=O)c1ccc(F)cc1
[31] CCN(CC(=O)Nc1ccccc1C(F)(F)F)C(=O)Cc1cccs1
[32] O=C(CCNC(=O)c1ccccc1)N/N=C/c1ccc([N+](=O)[O-])cc1

assay / entry	25	26	27	28	29	30	31	32
ATXN viability	i	i	i	i	i	i	i	i
Nrf2 block	0.5%	7.9%	?	-7.0%	?	·	-8.7%	-10.4%
A549 tox	-0.7%	7.8%	-26.7%	-12.6%	-3.8%	·	-10.2%	-2.0%
Nrf2 ARE act	?	-0.2%	5.3%	-0.6%	-1.0%	1.5%	-0.9%	0.6%
TGFb SMAD3 inh	?	-2.8%	-11.8%	2.3%	5.3%	4.8%	-12.1%	-12.9%
HepG2 tox	-43.7%	-0.1%	-16.0%	11.7%	6.0%	3.4%	2.3%	-8.1%
EPAC2 antagonist	0.1%	-10.8%	-6.5%	32.8%[activator]	-4.7%	6.1%	-3.1%	1.3%
ATXN2 expr inh	7.8%	24.5%	3.6%	7.9%	-1.3%	·	·	-4.1%
MCF10A rerep	13.7%	-1.2%	6.2%	-5.8%	4.2%	·	1.2%	4.6%

[33] O=C(O)CC(C(=O)O)n1nc(-c2ccccc2)cc1-c1ccccc1 (stereo not drawn)
[34] Cc1ccccc1N=C1Nc2ccccc2N[C@]12C[C@H]1CCC(=O)N3CC[C@@H](C2)[C@@H]13
[35] O=C(NCc1ccccn1)c1n[nH]c2ccccc12
[36] COc1ccc(C(=O)Cn2nnc(-c3ccccc3NC(=O)C3CCCCC3)n2)cc1
[37] C[C@@H]1CN([C@H](C)CO)S(=O)(=O)c2ccc(Br)cc2O[C@H]1CN(C)C(=O)C1CCCCC1
[38] Cc1ccc(C)c(N(CC(=O)NC2CCCC2)C(=O)c2oc(C(C)(C)C)cc2C)c1
[39] CCOC(=O)C1(Cc2ccccc2)C(=O)N(CCCN(C)C)c2ccccc21 (stereo not drawn)
[40] Cc1cn(Cc2ccccc2Cn2cc(C)c(=O)[nH]c2=O)c(=O)[nH]c1=O

assay / entry	33	34	35	36	37	38	39	40
ATXN viability	i	i	?	i	?	?	i	i
Nrf2 block	?	11.7%	9.2%	-6.7%	·	?	-8.1%	10.5%
A549 tox	-18.7%	-3.2%	1.3%	-5.9%	·	?	0.8%	-2.8%
Nrf2 ARE act	12.7%	-0.3%	0.1%	-0.8%	-0.6%	0.2%	0.1%	0.0%
TGFb SMAD3 inh	?	-16.9%	-6.7%	-6.8%	27.2%	?	31.3%[activator]	-1.5%
HepG2 tox	-15.0%	-19.1%	6.4%	-4.6%	5.8%	22.4µM*	9.4%	4.7%
EPAC2 antagonist	3.0%	-5.5%	1.2%	-0.3%	10.3%	-15.6%	-6.2%	3.1%
ATXN2 expr inh	18.9%	14.1%	-26.9%	6.1%	?	?	-28.0%	2.0%
MCF10A rerep	?	-48.8%[inhibitor]	0.9%	-42.9%[inhibitor]	·	0.9%	0.4%	?

[41] CCc1ccc(Cn2c(CNS(=O)(=O)c3ccc(Cl)s3)nc3cccnc32)cc1
[42] COc1cc(NC(=O)CSc2nnc(NC(C)C)s2)cc(OC)c1OC
[43] COc1ccc(-c2cc(C(F)(F)F)nc(-n3cncn3)n2)cc1
[44] Cc1ccc2c(c1)nnn2C1CCN(CC(=O)Nc2ccc(F)cc2)CC1

assay / entry	41	42	43	44
ATXN viability	·	i	i	i
Nrf2 block	·	-2.7%	-27.9%	-14.4%
A549 tox	8.2%	4.3%	1.0%	-4.5%
Nrf2 ARE act	4.7%	0.1%	0.1%	0.3%
TGFb SMAD3 inh	?	-6.3%	-10.1%	-16.2%
HepG2 tox	-26.1%	-18.4%	-13.5%	7.0%
EPAC2 antagonist	·	-18.7%	-5.1%	-1.2%
ATXN2 expr inh	·	-7.8%	-3.8%	-7.1%
MCF10A rerep	·	2.6%	6.4%	-1.0%
